Screening results as filed in PubChem.
BAZ2B block – BAZ2B (human) inhibition | Q9UIF8 | AlphaScreen BAZ2B-H3K14Ac peptide displacement | Potency, µM (doses to about 114 µM), for the others: at the top dose activity change, negative = inhibition, usual class: inhibitors | 360,000 tested, 4.4% active | AID 504333; note: potency is the fitted concentration of half-maximal effect; % is set by controls: 0 for no effect and ±100 for the full control effect; nearly all actives have a fitted effect of over 60% in size
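Protein-peptide AlphaScreen: BAZ2B 50 nM, b-H3K14Ac 50 nM, 1x PBS pH 7.4 + 0.01% Tween-20. Preincubation 30 min RT; cpd 30 min RT (top 110 uM); beads 20 min RT, light-protected.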
HP1b chromo inh – inhibitors of HP1-beta chromodomain binding to methylated histone tails; AlphaScreen HP1-beta / biotin-H3K9me3 peptide binding; Potency, µM (doses to about 114 µM), without a hit: at the top dose activity change, negative = inhibition, most hits filed as inhibitors; 390,000 tested, 0.56% active; note: potency is the fitted concentration of half-maximal effect; nearly all actives have a fitted effect of over 70% in size; inactives centre near 23
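HP1-beta protein (50 nM final) preincubated 30 min at room temperature with biotinylated H3(1-18)K9me3 peptide (50 nM) in PBS pH 7.4, 0.01% Tween-20, then compound added for 30 min. AlphaScreen streptavidin donor/nickel chelate acceptor beads (10 ug/mL final), 30 min dark, luminescence read.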
PI4K2A block – PI4K2A (human) kinase inhibition; purified PI4K2A, ADP-Glo luminescence, 1 h; hits give low values; activity change, negative = inhibition, % at 76.9 µM; 420,000 tested, 0.13% active; AID 1346378; in the data active = activity change below about -50%; inconclusive = mostly about -30% to -49%;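 note: -100% = wells without enzyme as full effect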
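Compounds are screened against recombinant PI4K2A using PI as substrate and ATP, the latter dispensed at 300 microM. Reactions run one hour at ambient temperature before ADP-Glo detection; full inhibition defined by wells lacking enzyme.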
G9a block – G9a (human) methyltransferase inhibition. G9a H3K9 monomethylation, AlphaScreen, 2 h. Potency, µM (series often up to 102 µM), inactives show at the top dose activity, negative = inhibition, most hits filed as inhibitors. 350,000 tested, 8.8% active; note: potency is the fitted concentration of half-maximal effect; % is set by controls: 0 for no effect and ±100 for the full control effect; nearly all actives have a fitted effect of over 75% in size
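Signal arises when biotinylated H3K9 peptide, once monomethylated, bridges streptavidin donor and antibody-captured acceptor beads. Enzyme at 20 nM was preincubated 15 min with test compounds; peptide 500 nM and SAM 20 uM then reacted for 2 h.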
RGS4 inhibitor – blocks human RGS4-accelerated GTP hydrolysis | P49798 | Transcreener GDP fluorescence polarization, RGS4-accelerated GTP hydrolysis | Potency, µM (highest dose often 114 µM), for inactives: top-dose activity change, negative = inhibition, most hits filed as inhibitors | 390,000 tested, 0.039% active | AID 504845; note: potency is the fitted concentration of half-maximal effect; % is set by controls: 0 for no effect and ±100 for the full control effect; nearly all actives have a fitted effect of over 75% in size; some results filed as inactive show a strong effect at the top dose
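MLSMR compounds (23 nl, pin-transferred) preincubated 10 min at room temperature with a 500nM (2x) first reagent, then RGS4 at 900nM (2x) plus Transcreener GDP mix added; fluorescence polarization (620/688 nm) read before and after 90 min at 30 °C.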
12-LOX inh – inhibitors of human 12S-lipoxygenase ALOX12 | 580,000 tested, 1.1% active | P18054 | purified 12hLO, xylenol orange hydroperoxide absorbance | Potency, µM (titrated, usually from 108 µM), inactives show at the highest dose activity change, negative = inhibition, hits mostly inhibitors; note: potency is the fitted concentration of half-maximal effect; % is set by controls: 0 for no effect and ±100 for the full control effect
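Purified human 12hLO (150 nM final) in 25 mM Hepes, 0.01% Triton X-100, pH 7.0 was preincubated 15 min at room temperature with compound. Then 40 uM arachidonic acid was added, 30 min. Hydroperoxide was read by Fe-XO absorbance ratio 573/405 nm.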
ERG-DNA inh – blocks human ERG Ets domain binding to DNA; P11308; fluorescence polarization, His-ERG Ets domain / labelled DNA; Potency, µM (doses to about 76.9 µM), for the others: top-dose FP activity, negative = inhibition, hits mostly inhibitors; 370,000 tested, 0.028% active; active = well fitted inhibition curve with a large enough effect in the polarisation, with a control signal flat; inconclusive = small, poorly fitted or top-dose-only effect, or effect the other way, or a change in a side signal; inactive = no such curve, though single readings can be large or run the other way; the % refers to the polarisation;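 note: polarization taken with two DNA probes labelled with fluorescein and Texas red; potency is the fitted concentration of half-maximal effect; % of control where 0% means no effect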
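His-tagged ERG Ets domain (1 uM in the protein solution; 300mM KCl, 50mM Tris-HCl, 1mM EDTA, 1mM DTT, pH 7.5) received compound, then a probe mix of 5 nM fluorescein-DNA and 100nM Texas-615-DNA. Fluorescence polarization was read for both dyes.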
GLS inh – blocks human kidney-isoform glutaminase activity. 410,000 tested, 0.21% active. O94925. Potency, µM (series often up to 45.5 µM), inactives show top-dose activity change, negative = inhibition, usual class: inhibitors. GLS enzymatic activity, qHTS titration; note: potency is the fitted concentration of half-maximal effect; % is set by controls: 0 for no effect and ±100 for the full control effect
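hKGA; 45 mM KH2PO4 pH 8.2 + 0.02% Tween-20; cpd via pin tool; 1 mM Gln soln; GluOx/HRP/Amplex Red; RT 30 min; fluor. t0 & final.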
JMJD2A Tudor inh – JMJD2A Tudor domain (human) inhibition | O75164 | AlphaScreen JMJD2A-Tudor / H3K4me3 peptide binding | Potency, µM (highest dose often 114 µM), for the others: at the top dose activity change, negative = inhibition, actives largely listed as inhibitors | 390,000 tested, 4.4% active; note: potency is the fitted concentration of half-maximal effect; % is set by controls: 0 for no effect and ±100 for the full control effect; nearly all actives have a fitted effect of over 50% in size
Target sequence (O75164 whole entry, looked up, the tested form may be a part): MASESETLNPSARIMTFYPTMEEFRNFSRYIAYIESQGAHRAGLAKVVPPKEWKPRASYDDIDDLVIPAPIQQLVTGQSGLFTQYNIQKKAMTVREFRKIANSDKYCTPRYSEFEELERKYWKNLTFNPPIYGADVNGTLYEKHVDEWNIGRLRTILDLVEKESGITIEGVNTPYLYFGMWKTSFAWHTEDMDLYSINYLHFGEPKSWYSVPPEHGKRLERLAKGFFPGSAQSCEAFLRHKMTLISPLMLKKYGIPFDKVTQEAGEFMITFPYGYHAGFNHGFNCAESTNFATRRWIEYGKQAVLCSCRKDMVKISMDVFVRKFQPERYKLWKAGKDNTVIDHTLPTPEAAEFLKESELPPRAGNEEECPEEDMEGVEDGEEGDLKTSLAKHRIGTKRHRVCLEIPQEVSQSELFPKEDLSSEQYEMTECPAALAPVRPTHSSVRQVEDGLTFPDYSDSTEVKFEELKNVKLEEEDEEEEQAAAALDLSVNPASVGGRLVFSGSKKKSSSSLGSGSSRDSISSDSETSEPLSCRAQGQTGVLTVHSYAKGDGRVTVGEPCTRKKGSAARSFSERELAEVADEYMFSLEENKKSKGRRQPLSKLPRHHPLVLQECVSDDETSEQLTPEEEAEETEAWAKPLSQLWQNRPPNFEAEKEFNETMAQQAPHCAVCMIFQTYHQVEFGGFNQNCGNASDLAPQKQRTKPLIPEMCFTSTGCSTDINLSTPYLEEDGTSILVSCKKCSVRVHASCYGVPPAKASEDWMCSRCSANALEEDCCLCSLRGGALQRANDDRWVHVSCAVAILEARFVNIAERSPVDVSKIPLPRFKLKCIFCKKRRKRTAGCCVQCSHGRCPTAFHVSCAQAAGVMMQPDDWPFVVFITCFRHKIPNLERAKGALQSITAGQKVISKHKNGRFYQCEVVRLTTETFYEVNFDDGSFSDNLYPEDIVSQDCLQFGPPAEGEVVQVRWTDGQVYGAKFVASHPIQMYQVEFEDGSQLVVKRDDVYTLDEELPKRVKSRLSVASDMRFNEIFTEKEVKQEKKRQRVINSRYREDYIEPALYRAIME
Active calls of the source: *; ? = inconclusive; · = not tested or not shown; & = joins results of further samples; [ ] = another dose, or the depositor's remark. Unless noted, calls come from the whole dose curve; as a rule, active = well fitted curve in the direction sought with a large enough effect; inconclusive = small, poorly fitted or top-dose-only effect, or another doubt; inactive = no such curve, though single readings can be large; an effect the other way counts as inactive or inconclusive.

SMILES	BAZ2B block	HP1b chromo inh	PI4K2A block	G9a block	RGS4 inhibitor	12-LOX inh	ERG-DNA inh	GLS inh	JMJD2A Tudor inh
N#CCC(=O)Nc1ccc(C(=O)OCC(=O)Nc2sc3c(c2C#N)CCCC3)cc1	-2%	-14%	-5	50µM*	-42%	19%	11%	9%	-23%
Cc1cc(=O)[nH]c(Sc2c(-c3ccccc3)c3ccccc3[nH]c2=O)n1	13%	35%	-3	4%[59 µM]	-22%	?	-6%	22%	-7%
N=c1oc2ccc3ccccc3c2cc1C(N)=S	-32%	-8%	-2	20µM*	-26%[56.9 µM]	-30%	-4%	5%	-26%
O=C(c1cc([N+](=O)[O-])ccc1N1CCCC1)N1CCCC1	2%	6%	3	6%	4%	?	1%	4%	-11%
C=CC1=C2C=C(C3CC3)N(CCCN(CC)CC)C=C2C(=O)C(C)(OC(=O)c2ccco2)C1=O (stereo unspecified)	·	38%	-14	·	-11%	?	-7%	-8%	-13%
CC(CCc1ccccc1)NC(=O)CSc1n[nH]c(-c2ccccc2Cl)n1 (stereo unspecified)	4%	26%[57 µM]	0	-38%[59 µM]	-27%	-11%	-2%	-1%	-11%
COc1ccc(-n2ccnc2SCC(=O)Nc2nnc(C)s2)cc1	-1%	17%[57 µM]	-11	0%[59 µM]	3%	-51%	-7%	-9%	-21%
Cc1cc(OCC(=O)Nc2ccc(F)c(F)c2)nc(C(C)C)n1	2%	9%	-4	32%[activator][59 µM]	-14%	-10%	·	-16%	3%
CC1(C)CC(=O)C=C(c2ccc3ncccc3c2)C1	7%	29%	-3	6%[2.33 µM]	-7%	2%	-4%	-2%	-24%
CS(=O)(=O)N(CC(=O)N1CCCC1)Cc1ccc(Cl)c(Cl)c1	11%	25%	-1	25%	-9%	19%	-6%	-9%	17%
CCCCCCCOC1(c2ccccc2)OC(=O)c2ccccc21 (stereo unspecified)	132%[activator]	261%[activator]	3	283%[activator]	-20%	14%	1%	4%	136%[activator]
Cc1coc2cc3oc(=O)c(CCC(=O)NCCCn4ccnc4)c(C)c3cc12	-29%	35%	5	-1%	-18%	0%	2%	2%	-11%
Cc1cc(C)cc(NC(=O)Nc2ccc3ccccc3n2)c1	0%	31%	2	2%	-11%	475%[activator]	7%	-5%	1%
COC(=O)c1c(NC(=O)c2ccc(OC)cc2OC)sc2c1CCCCC2	-20%	30%	4	-41%[59 µM]	-34%	-29%	0%	-8%	-28%
COc1cccc(CN2CC(C(=O)N(C)Cc3nc(C)cs3)CCC2=O)c1 (stereo unspecified)	?	53%[activator]	2	9%[12.7 µM]	-10%	-1%	-5%	-13%	7%
O=C(Nc1ccc(Cl)c(S(=O)(=O)N2CCOCC2)c1)c1ccc(OCC2CCCO2)cc1 (stereo unspecified)	?	20%	9	?	1%	·	0%	-2%	-24%
C=C(C)c1nc2cc(OC)c(OC)cc2c(=O)o1	-16%	21%	-1	6%[12.7 µM]	3%	-5%	7%	10%	-1%
O=[N+]([O-])c1cc2c(c(CSc3nnnn3-c3ccc(O)cc3)c1)OCOC2	-18%	3%	0	-14%[59 µM]	-5%	-7%	-2%	?	-21%
Cc1ccc(C(=O)Nc2ncccc2C)cc1S(=O)(=O)N1CCOCC1	6%	44%[activator]	-3	22%[12.7 µM]	9%	6%	3%	-1%	-6%
CC(C)c1nc(SCc2ccccn2)c2c(=O)n(C)c(=O)n(C)c2n1	10%	17%	6	-35%	-15%	18%[57.4 µM]	7%	-5%	-12%
Cc1ccc(N(C(=O)c2ccco2)C(C(=O)NC2CCCC2)c2cccnc2)cc1 (stereo unspecified)	-11%	58%[activator]	-3	10%	11%	-36%	-1%	-4%	-4%
O=C(CSc1nc2ccccc2c(=O)n1Cc1ccc(F)cc1)NCc1cccs1	2%	22%	0	7%[59 µM]	15%	-4%	2%	13%	1%
O=C(O)C(=Cc1ccccc1)Cc1ccccc1	·	8%[57 µM]	1	·	11%	4%	50%[activator]	0%	-20%
Cc1ccc(NC(=O)c2oc3ccccc3c2NC(=O)C2CCCCC2)cc1	21%	84%[activator]	-8	32%[59 µM]	1%	?	-3%	1%	79µM*
COc1cc(NC(=O)CC2NCCNC2=O)cc(OC)c1 (stereo unspecified)	-31%	12%	-2	18%[59 µM]	9%	12%	-9%	0%	-12%
Other records follow:
SMILES	BAZ2B block	HP1b chromo inh	PI4K2A block	G9a block	RGS4 inhibitor	12-LOX inh	ERG-DNA inh	GLS inh	JMJD2A Tudor inh
COc1ccc(NC(=O)c2oc3ccccc3c2NC(=O)c2cccc(F)c2)c(OC)c1	-23%	32%	-2	-1%[59 µM]	-6%	-25%	-11%	-4%	5%
COc1ccc(-c2csc(NNC3=NCCCCC3)n2)cc1	?	?	-17	10µM*	?	?	-2%	?	?
Cc1nn(-c2ccccc2)cc1/C=N/NC(N)=S	-17%	47%[activator]	0	2%[59 µM]	?	?	-9%	-17%	13%[57.1 µM]
CCCS(=O)(=O)Nc1cc(-c2cn3cccc(C)c3n2)ccc1C	?	6%	3	-15%[59 µM]	-3%	-26%	-2%	6%	-27%
COc1cc(NC(=O)c2cccc(Cl)c2)c(OC)cc1NC(=O)CN1CCOCC1	?	15%	2	45µM*	-5%	-1%	-3%	-2%	?
CCc1nnc(NC(=O)c2nc(SCc3cccc(C)c3)ncc2Cl)s1	-15%	16%	-2	-2%[59 µM]	-6%	0%	-6%	4%	-26%
Cc1ccccc1NC(=O)/C=C/c1cccc(C(F)(F)F)c1	-2%	23%	-3	-2%	9%	4%	·	-6%	-9%
O=C(Oc1ccc(-c2nnco2)cc1)N1CCOCC1	0%	54%[activator]	-1	0%[59 µM]	-11%	0%	-2%	10%	-5%
CCOC(=O)CSc1nc2c(c(=O)n(Cc3ccccc3Cl)c(=O)n2C)n1C	1%	22%	3	?	-21%	0%	0%	7.9µM*	4%
Cc1nc(N=Nc2cc(S(=O)(=O)O)c3cc([N+](=O)[O-])cc(S(=O)(=O)O)c3c2)c(COP(=O)(O)O)c(C=O)c1O	·	·	1	3.5µM*	-11%&200%[56.9 µM]	-24%	·	·	·
Cc1cc(C(=O)OCC(=O)N(C)c2ccccc2)c(C)o1	·	22%	0	·	-1%	?	15%	-4%	-10%
CCOc1ccc(CC(=O)NCCc2sc3nc(-c4ccc(OC)cc4)nn3c2C)cc1	-16%	37%	1	-5%[59 µM]	-14%	-14%	2%	6%	-19%
CCCCNC(=O)CN1CCN(c2ncc(NC(=O)c3ccc(Cl)cc3)cc2C(=O)O)CC1	50µM*	-31%	-21	?	4%	35µM*	-1%	?	79µM*
CC(=O)NC(O)C(=O)c1ccccc1 (stereo unspecified)	0%	26%	2	?	8%	-30%	0%	6%	-12%
Cc1ccccc1CSc1nnc(CCCCCNC(=O)OC(C)(C)C)o1	20%	53%[activator]	6	125%[activator]	7%	116%[activator]	-2%	-10%	36%
CCCCCC(=O)Nc1ccc(NC(=O)c2cc3ccccc3o2)c(OC)c1	-6%	8%	-2	-4%[59 µM]	-10%	-16%	2%	2%	-15%
Cc1ccc(C2=NN(C(=O)CCCC(=O)O)C(c3ccc4c(c3)OCO4)C2)cc1 (stereo unspecified)	-6%	36%	-2	-4%[0.501 µM]	-9%	0%	7%	3%	-3%
Cc1ccc(Cl)cc1NC(=O)C(Cc1ccccc1)NS(=O)(=O)c1cccc2nsnc12 (stereo unspecified)	·	2%	-1	?	3%	-15%	2%	1%	-28%
COc1ccc(CCNC(=O)CCn2c(=O)c3ccccc3n(CC(=O)NCC3CCCO3)c2=O)cc1OC (stereo unspecified)	14%	51%[activator]	7	-6%	-32%[11.4 µM]	-4%	-4%	-10%	3%[11.4 µM]
CN(C)/C(CN1CCN(C=O)CC1)=C1\N=C(c2ccccc2)OC1=O	-36%	4%	-6	?	-4%	7%	2%	-2%	-28%
CCCN(C(=O)c1cc2c(=O)oc3ccccc3c2s1)c1ccccc1C	15%	54%[activator]	-2	22%[59 µM]	-9%	-5%	-4%	2%	16%
N#Cc1cc2cc3c(cc2nc1SCC(=O)N1CCCC1)OCCO3	-2%	18%	3	28µM*	12%	·	-3%	5%	-12%
COc1ccc(NC(=O)CN2C(=O)CSc3ccc(S(=O)(=O)N4CCCC4)cc32)cc1OC	-13%&-2%	65%&32%[activator]	-7&-2	24%&3%[59 µM]	-12%[56.9 µM]	?	-3%&-7%	-1%&-1%	-8%&-10%
CCOC(=O)CNc1c(-c2ccc(F)cc2)nc2cnccn12	1%	19%	0	-10%[12.7 µM]	31%	-15%	-12%	40%[activator]	-2%
O=C(O)CCN1C(=O)c2ccc(NC(=O)C(c3ccccc3)c3ccccc3)cc2C1=O	-4%	44%[activator]	0	18%[12.7 µM]	23%	0%	9%	0%	-16%
Cc1ccc(NC(=O)[C@@H]2CCCN2S(=O)(=O)c2ccc(Cl)cc2)cc1	·	11%	0	·	9%	-25%	2%	8%	-8%
CC(=O)Nc1ccc(NS(=O)(=O)C(F)(F)F)cc1	-4%	28%	0	?	2%	-14%	-17%	-6%	-27%
O=C(c1ccccc1NS(=O)(=O)c1ccc(F)cc1)N1CCOCC1	2%	18%	1	-7%	-8%	3%	-1%	1%	-18%

Only part of the results is shown. The share of hits here may be higher or lower than overall.
